E coli WT inh: blocks growth of wild type E. coli BW25113; inhibition, % at 10 µM; 20,000 compounds, 0.05% hits; E. coli BW25113 growth inhibition, OD600; in the data active means inhibition above about 40%;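 further: bacteria exposed to compound for 20 hours at 37 °C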
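System: bacterial strain in a whole-cell growth screen; medium: LB broth with 50 µg/mL kanamycin; detection: absorbance at 615 nm; schedule: 20 h exposure, 37 °C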
Starred values were filed as active, the others as inactive. Not all compounds are listed, so the mix of outcomes need not match the whole.

SMILES | E coli WT inh
Cc1ccc(Cn2ccc(NC(=O)c3noc4c3CCCC4)n2)cc1 | -0.8
Fc1cccc2sc(Nc3nnc(-c4ccco4)o3)nc12 | 5.7
Cc1ccc(S(=O)(=O)NC2(C(F)(F)F)C(=O)Nc3c2c(=O)n(C)c(=O)n3C)cc1 (stereo unspecified) | -22.7
CCCCOc1ccccc1Cn1c(=O)oc2ccc(C)cc21 | -24.1
Cc1ccc(-c2cc(C(=O)NCc3ccccn3)no2)cc1 | -12.7
O=C1OCCC1Sc1ncnc2sccc12 (stereo unspecified) | -5.0
CN(CC(=O)N1CCCCC1)S(=O)(=O)c1cccc2cccnc12 | 9.9
Cc1ccc(S(=O)(=O)N(CCO)c2cc3c(s2)CCCC3)cc1 | -0.9
CC(C)c1nnc(NC(=O)CCC(=O)NCc2ccc3c(c2)OCO3)s1 | 2.3
Cc1c(NC(=O)c2ccc(COc3ccc4ccccc4c3)o2)c(=O)n(-c2ccccc2)n1C | -5.0
CCOc1cccc(-c2nn3c(-c4cc(C)[nH]n4)nnc3s2)c1 | -8.6
COc1ccccc1NC(=O)Cn1nnc(-c2ccccc2NC(=O)c2ccco2)n1 | 1.1
O=C(NC1(C(F)(F)F)N=C2SCCN2C1=O)C1CCCCC1 (stereo unspecified) | -21.5
COC(=O)c1cc(C(=O)OC)cc(N2C(=O)CC(N3CCN(c4ccccc4)CC3)C2=O)c1 (stereo unspecified) | -20.0
CCOc1ccc(OCCCCN(C)C)cc1 | 1.2
CC1Cc2ccccc2N1CC(=O)NC(=O)NCc1ccco1 (stereo unspecified) | 4.5
CCOC(=O)c1ccc(NC(=O)c2cc(S(=O)(=O)N3CCOCC3)ccc2O)cc1 | -18.7
COc1ccc(-n2ncc3c(N4CCC(C)CC4)ncnc32)cc1 | 6.5
C=CCn1c(C)cc(C(=O)CSc2nc3ccccc3c(=O)[nH]2)c1C | 3.5
COc1ccccc1-n1c(=O)[nH]c2c(C(N)=O)nc(CC(C)C)nc21 | 2.8
COC(=O)c1ccc(N/C(C)=C/C(=O)c2ccc(C)o2)cc1 | -14.6
O=C1c2ccccc2-c2nc3ncnn3c(-c3ccccc3)c21 | -4.7
CC(CC(=O)O)CC(=O)Nc1ccccc1C(=O)O (stereo unspecified) | -20.6
N#Cc1nc(-c2cccs2)oc1N1CCN(Cc2ccccc2)CC1 | 4.8
COC(=O)Nc1sc2c(c1C(=O)NCc1ccco1)CCC2 | -15.3
COc1ccc(CN(C(=O)CN2C(=O)COc3ccccc32)C2CCCC2)c(OC)c1 | -1.1
OC(COc1ccc2cc(Br)ccc2c1)CN1CCN(c2ccccn2)CC1 (stereo unspecified) | 4.1
Cc1ccc(C(=O)O)cc1S(=O)(=O)N1CCOCC1 | -23.8
CS(=O)(=O)Nc1ccc(-c2n[nH]c(=S)n2-c2ccccc2)cc1 | -2.9
Cc1ccc(S(=O)(=O)NC(C)C(=O)Nc2ccc(C(N)=O)cc2)cc1 (stereo unspecified) | -0.4
O=c1oc2ccccc2c2c1ncn2-c1ccccc1 | 5.6
CCOC(=O)Cc1cc(=O)n2[nH]c(C)c(-c3ccc(OC)cc3)c2n1 | -3.6
C=CCn1c(N)c(C(=O)OC(C)(C)C)c2nc3ccccc3nc21 | 6.7
C=CCc1ccccc1OCCCCN1CCCC1 | -7.2
O=C(NCCc1ccccc1)c1cnn2c(C(F)F)cc(C3CC3)nc12 | -10.2
COc1cc(NC(=O)c2cc3nc(C)cc(C)n3n2)c(OC)cc1Cl | -21.5
Cc1ccc(NC(=O)Nc2ccc(F)cc2)nc1 | -2.9
COc1ccc(OCC(=O)Nc2ccc(N3CCOCC3)c(Cl)c2)cc1 | 11.9
O=C(Cn1cnc2c(nnn2-c2ccc(F)cc2)c1=O)NCc1ccco1 | -2.0
CCCCNC(=O)NS(=O)(=O)c1ccc(C(=O)OC)o1 | -27.9
Cn1c(=O)c2c(nc(Oc3ccc4c(c3)OCO4)n2Cc2ccc(F)cc2)n(C)c1=O | -2.0
Cc1cccc(N(Cc2ccccc2F)S(C)(=O)=O)c1 | -3.0
CN(C)C(=O)C1(c2ccccc2)CCN(S(=O)(=O)c2ccccc2)CC1 | 1.1
CC(=O)c1ccc(OCC(O)CN2CCN(CCO)CC2)cc1 (stereo unspecified) | -2.4
COc1cc(-c2nnc(SCC(=O)c3ccc(C)cc3)o2)cc(OC)c1OC | -4.2
C=CCc1cc(C(=O)N2CCCCC2)ccc1O | -1.8
CCOC(=O)C1CCN(c2c(NC3CCCCCCC3)c(=O)c2=O)CC1 | 5.6
Cc1c(C)c2ccc(OCC(=O)N(C)C)c(C)c2oc1=O | -2.4

The last three records of the part above open the next one.
SMILES | E coli WT inh
C=CCc1cc(C(=O)N2CCCCC2)ccc1O | -1.8
CCOC(=O)C1CCN(c2c(NC3CCCCCCC3)c(=O)c2=O)CC1 | 5.6
Cc1c(C)c2ccc(OCC(=O)N(C)C)c(C)c2oc1=O | -2.4
CCOC(=O)N1CCN(C(=O)c2ccc(NS(C)(=O)=O)cc2)CC1 | -0.8
COC(=O)C1C(=O)C2=C(CC1C)NC(C)=C(C(=O)OCc1ccc(OC)cc1)C2c1ccc(C)o1 (stereo unspecified) | -20.2
O=C(CSc1nnc2sc3ccccc3n12)N1CCN(c2ccccc2)CC1 | -18.5
COc1ccc(-c2nc(C#N)c(N3CCN(c4ccccc4)CC3)o2)cc1 | 14.9
Cc1cc(C)n(C(=O)CNc2cccc(Cl)c2C)n1 | -17.1
COc1ccc(-c2c(C)n([O-])c3c([n+]2=O)CCC3)cc1OC | -19.6
O=C(Nc1ccc(Br)c(Cl)c1)c1ccco1 | -13.8
O=C(Nc1ccc(N2CCN(C(=O)c3ccco3)CC2)c(Cl)c1)c1cccs1 | -16.3
CCC(C)c1ccc2oc(-c3ccc(NC(=O)c4ncn[nH]4)cc3)nc2c1 (stereo unspecified) | -19.8
CCOC(=O)N1CCN(C(=O)CSCC(=O)Nc2nc(-c3ccc(OC)cc3)cs2)CC1 | 18.0
CCSc1nnc(NC(=O)c2ccccn2)s1 | -1.2
CCOC(=O)c1sc(NC(=O)CSc2ncn(-c3ccccc3)n2)nc1C | -2.2
O=C(c1ccc(NS(=O)(=O)c2ccccc2)cc1)N1CCN(Cc2ccc3c(c2)OCO3)CC1 | -14.5
CN1CCN(c2oc(-c3cccs3)nc2S(=O)(=O)c2ccccc2)CC1 | -2.1
CC1=CCC2C(=O)N(c3nc(C)cc(C)n3)C(=O)C2C1 (stereo unspecified) | -3.4
O=C(COc1ccc(S(=O)(=O)NC2CCCC2)cc1)N1CCCCCC1 | -15.4
CC(C)CCn1c(=O)c2ccccc2n2c(CN(C)Cc3ccccc3)nnc12 | 0.4
CCCc1[nH]nc2c1C(c1cccc(OC(=O)c3ccco3)c1)C(C#N)=C(N)O2 (stereo unspecified) | -0.9
COC(=O)Nc1sc2c(c1C(N)=O)CCCCCC2 | -1.0
CCC(C)c1ccc(NC(=O)CC(C)=O)cc1 (stereo unspecified) | -20.8
CCN1CCN(C(=O)c2ccccc2N(Cc2ccccc2)S(C)(=O)=O)CC1 | -9.0
COc1ccccc1NC(=O)c1ccccc1NS(C)(=O)=O | -18.8
O=C(Cn1nnc(-c2ccc(S(=O)(=O)N3CCCC3)cc2)n1)NCC1CCCO1 (stereo unspecified) | -2.5
CCC(=O)Nc1ccc(C(=O)Nc2ccc3c(c2)C(=O)N(CC2CCCO2)C3=O)cc1 (stereo unspecified) | -27.1
COc1cccc(-c2cc(C(F)(F)F)n3nc(N)nc3n2)c1 | -6.7
CC1(C)CC(=O)c2cnc(NC(=O)CSc3nc4ccccc4o3)nc2C1 | -7.5
CCN1C(=O)/C(=C/N2CCc3ccccc32)SC1=S | -2.3
Cc1cc(Cl)cc(C)c1OCCCCn1ccnc1 | -10.6
Cc1cccc(OCc2nnc(SCc3nc4ccccc4c(=O)[nH]3)o2)c1 | -8.0
O=C(O)C1CC(c2cccc(Br)c2)=NO1 (stereo unspecified) | -14.3
O=C(c1cc(-c2cccc(O)c2)on1)N1CCN(C(c2ccccc2)c2ccccc2)CC1 | 5.0
O=C(Nc1cnn(Cc2ccc(Cl)cc2)c1)C1CCCC1 | -9.4
Cc1nn(Cc2ccc(Br)cc2)c(C)c1NC(=O)c1nn(C)cc1Cl | -12.5
Cn1c(=O)[nH]c(=O)c2c1nc(N1CCOCC1)n2CCN1CCOCC1 | -19.5
Cc1nnc(N(C)C(=O)Cc2ccc3c(c2)OCO3)s1 | 0.3
COCCNC(=O)C(c1cccs1)N(C(=O)Cn1nnc2ccccc21)c1ccccc1 (stereo unspecified) | -3.4

Four records picked at random from those above, as already listed:
SMILES | E coli WT inh
C=CCn1c(C)cc(C(=O)CSc2nc3ccccc3c(=O)[nH]2)c1C | 3.5
CCC(=O)Nc1ccc(C(=O)Nc2ccc3c(c2)C(=O)N(CC2CCCO2)C3=O)cc1 (stereo unspecified) | -27.1
Cc1cccc(OCc2nnc(SCc3nc4ccccc4c(=O)[nH]3)o2)c1 | -8.0
CCOc1ccc(OCCCCN(C)C)cc1 | 1.2

Going on with the list.
SMILES | E coli WT inh
CN(C)c1nc(N)nc(CSc2ncc(Cl)cc2Cl)n1 | -15.6
CCC1(NC(C)=O)CC2CC1CC2NC(C)=O (stereo unspecified) | 5.6
Cc1ccc(C)c(N2CCN(Cc3nnnn3C3CCCCC3)CC2)c1 | -2.5
OC(CN1CCCCC1)Cn1c(C(F)(F)F)nc2ccccc21 (stereo unspecified) | -1.9
Nc1cc(=O)[nH]c(SCC(=O)Nc2ccc(Br)cc2)n1 | 10.2
COc1cccc(-c2cc(C(=O)N3CCc4ccccc4C3)no2)c1 | 5.2
CN1CC[n+]2cnc3ccccc3c21 | -3.4
COc1ccc(N2CCN(Cc3nc4c(c(=O)n(C)c(=O)n4C)n3Cc3ccccc3C)CC2)cc1 | 1.0
Cc1cccn2c(=O)c3cc(C(=O)NCc4cccnc4)c(=N)n(C(C)C)c3nc12 | 3.5
COc1ccc(C(CC(=O)O)NC(=O)c2ccccc2)cc1OC (stereo unspecified) | 11.8
CN(C)c1nc(SCC#N)nc(N(C)C)n1 | -25.4
CO[C@@]1(NC(=O)CSCC#N)C(=O)N2C(C(=O)O)=C(CSc3nnnn3C)CS[C@@H]21 | 3.9
CCCc1cc(=O)[nH]c(Nc2ccc(OC)c(Cl)c2)n1 | 3.7
COc1ccc(NC(=O)CN2CCN(CC(=O)Nc3cc(OC)cc(OC)c3)CC2)cc1 | 4.7
CCOC(=O)c1cc(C)sc1N1C(=O)C2C3C=CC(C3)C2C1=O (stereo unspecified) | -8.9
COc1ccc(-c2ccc(Nc3ccc(S(=O)(=O)N4CCCC4)cc3)nn2)cc1OC | -4.5
O=C(C1CC1)N1CCc2cc(S(=O)(=O)N(CCO)Cc3ccccc3)ccc21 | 10.5
COc1ccc(N2CC(C(=O)Nc3ccc(F)cc3F)CC2=O)cc1 (stereo unspecified) | 2.3
COC(=O)[C@H](C)NC(=O)Nc1cccc(C(F)(F)F)c1 | 1.4
CCOc1ccccc1C(=O)NCCC(=O)O | -2.4
CCOC(=O)c1ccc(NS(=O)(=O)c2ccc(SC)cc2)cc1 | -7.0
COc1ccc(-c2ccc(-c3nnn(CC(C)=O)n3)cc2)cc1 | 4.5
O=C(NCc1ccc2c(c1)OCO2)c1nn2cccnc2c1Cl | -23.5
CN(c1ccc(C(=O)NCCC2=CCCCC2)cc1)S(C)(=O)=O | 1.9
CCNc1nc(NC(C)C)nc(N(C#N)CCOc2ccc(Cl)cc2Cl)n1 | -1.1
O=C(NCCCN=C1NS(=O)(=O)c2ccccc21)c1ccc(S(=O)(=O)N2CCCCC2)cc1 | -2.4
COC(=O)CN(Cc1ccco1)S(=O)(=O)c1ccccc1 | -1.1
CC1CC(C)CN(CCCNC(=O)c2ccc3c(c2)NC(=O)C(N2CCCCC2)S3)C1 (stereo unspecified) | 10.8
O=c1[nH]c2sc3c(c2c2nncn12)CCCC3 | -9.6
Cc1cn(C2CC3OCC3O2)c(=O)[nH]c1=O (stereo unspecified) | 9.5
O=C(O)c1cc2c(s1)CCCC2 | -0.3
Cc1c(CNCc2cccs2)c(C(=O)O)c(C)n1Cc1ccccc1 | 2.2
CCc1c(C(=O)N2CCOCC2)csc1C | -7.0
COc1ccc(C)c(Cn2c(-c3nonc3N)nc3ccccc32)c1 | -15.4
CCCCOc1cccc(C(=O)Nc2ccc(N3CCN(CC)CC3)cc2)c1 | 4.8
CC1=Nc2ccccc2N=C(NC(=O)CSc2nnnn2-c2ccccc2)C1c1ccccc1 (stereo unspecified) | 2.8
CC1CN(C(=O)c2cc3cc(Cl)cc(Cl)c3oc2=O)CC(C)O1 (stereo unspecified) | -4.7
CCCCCCCC(=O)OCC(=O)[C@@]1(O)CC[C@H]2[C@@H]3CCC4=CC(=O)CC[C@]4(C)[C@H]3[C@@H](O)C[C@@]21C | 5.1
COC(=O)c1sccc1NC(=O)c1ccc(Cl)s1 | -22.1
Cc1ccc2[nH]c(=O)c(N3CCOCC3)c(-c3ccccc3)c2c1 | -20.0
CCCCc1cc2c(c(NC(=O)CC)n1)c(=O)oc1ccccc12 | -13.5
Cc1cccc(CC2CC(=O)N(c3ccccc3)C2=O)c1 (stereo unspecified) | -4.7
COc1ccc(OC)c(NC(=O)CCNS(=O)(=O)c2cccs2)c1 | -3.0
Cn1cc(C2NC(=O)c3c(sc4c3CCCC4)N2)c2ccccc21 (stereo unspecified) | -0.9
Cc1ccc(-c2nn3c(C)nnc3s2)cc1NC(=O)c1cccs1 | -0.7
CC1=C(C(=O)Nc2ccccc2)C(c2ccco2)C(C#N)=C(SCC(=O)Nc2cccc(C)c2C)N1 (stereo unspecified) | -3.0

Of the compounds above, five have bromine:
SMILES | E coli WT inh
OC(COc1ccc2cc(Br)ccc2c1)CN1CCN(c2ccccn2)CC1 (stereo unspecified) | 4.1
O=C(Nc1ccc(Br)c(Cl)c1)c1ccco1 | -13.8
O=C(O)C1CC(c2cccc(Br)c2)=NO1 (stereo unspecified) | -14.3
Cc1nn(Cc2ccc(Br)cc2)c(C)c1NC(=O)c1nn(C)cc1Cl | -12.5
Nc1cc(=O)[nH]c(SCC(=O)Nc2ccc(Br)cc2)n1 | 10.2
